Screens deposited in PubChem by several laboratories.
GPR55 LPI antagonism = inhibition of LPI-stimulated GPR55 beta-arrestin translocation – imaging, U2OS, beta-arrestin-GFP, LPI agonist, primary screen (AID 2013); 290,000 compounds, 0.13% hits; U2OS GPR55 beta-arrestin-GFP translocation imaging, LPI antagonism; higher % means a stronger effect; inhibition, % at 10 µM; hits with a dose series show IC50 in µM;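 active = spots per cell inhibited over 60%, with over 100 cells counted and total cytoplasm intensity under 500,000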;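 also: U2OS cells stably carrying GPR55 and arrestin-GFP stimulated by 5 µM LPI near EC80; imaged beta-arrestin-GFP aggregate spots per cell after agonist stimulation; plate controls were LPI-stimulated DMSO wells for no effect and DMSO wells without LPI for full effect; some results filed as inactive read as strong as hits; confirmed hits need IC50 under 10 µM and bright autofluorescent wells are also inconclusive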
NOD1 NF-kB reporter = inhibition of NOD1-driven NF-kB reporter – cell-based, luminescence, uHTS, primary screen (AID 1578) | NOD1-driven NF-kB luciferase reporter cells, luminescence; higher % means a stronger effect | inhibition, % at 4 µM; hits with a dose series show EC50 in µM | 290,000 compounds, 1% hits; in the data active = inhibition mostly above about 36%, no sharp cut-off; inactive = mostly below about 34%;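 also: HEK-293T reporter cells stimulated with the NOD1 agonist gamma-tri-DAP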
Large T inhibition = TAg ATPase/helicase activity blockers – biochemical (AID 1903); SV40 large T antigen ATPase/helicase inhibition assay; higher % means a stronger effect; inhibition, % at 20 µM; hits with a dose series show IC50 in µM; 310,000 compounds, 0.39% hits; in the data active = a potency from the dose series; also: strong numbers were not always called active
NOD2 inhibition = NOD2 signaling inhibitors, cell-based, luminescence, uHTS, HEK293 (AID 1566). HEK293 NOD2/NF-kB luciferase reporter, luminescence; higher % means a stronger effect. one-dose inhibition, % at 4 µM; EC50 in µM for titrated hits. 290,000 compounds, 0.63% hits; also: many of its hits are not listed in these tables
Rac1 GTP hydrolysis = MgcRacGAP GTPase-activating activity inhibitors, confirmation, biochemical, ADP Hunter fluorescence; 340,000 compounds, 0.6% hits; MgcRacGAP-stimulated Rac1 GTP hydrolysis, ADP Hunter fluorescence; higher % means a stronger effect; GST-tagged Rac1 F28L mutant substrate; AID 624330; inhibition, % at 30 µM, or IC50 in µM where a hit was titrated;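 active = first-screen hits whose inhibition reached a set limit at any dose in the follow-up dose series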;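 also: fluorescence reports GDP produced by GAP-driven GTP hydrolysis; strong numbers were not always called active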
KOR beta-arrestin-1 = kappa opioid receptor activators – cell-based, luminescence, uHTS, primary screen (AID 1777); KOR beta-arrestin recruitment, luminescence; higher % means a stronger effect; activation, % at 10 µM; hits with a dose series show EC50 in µM; 280,000 compounds, 0.02% hits; in the data active = activation above about 50%, passing the limit was not always enough; also: a part of the inactive calls stands beside numbers as strong as those of hits
GPR55 beta-arrestin = GPR55 agonists via beta-arrestin recruitment, primary screen, imaging, U2OS cells, beta-arrestin-GFP redistribution (AID 1961). U2OS GPR55 beta-arrestin-GFP redistribution imaging; higher % means a stronger effect. 290,000 compounds, 0.048% hits. activation, % at 10 µM, or EC50 in µM where a hit was titrated;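 active = activation above 40% with more than 50 cells counted in the well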;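 also: U2OS osteosarcoma cells stably expressing GPR55 and beta-arrestin-GFP; plate controls were DMSO negative control for no effect and LPI positive control for full effect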
HIV fusion peptide = cell-free HIV fusion peptide-binding blockers – biochemical, uHTS, fluorescence dequenching, primary screen (AID 1986) | cell-free peptide binding, fluorescence dequenching, 30 min; higher % means a stronger effect | one-dose inhibition, % at 20 µM; IC50 in µM for titrated hits | 290,000 compounds, 0.3% hits; in the data active = inhibition mostly above about 52%, no sharp cut-off; inactive = mostly below about 76%; also: some results filed as inactive read as strong as hits
KOR beta-arrestin-2 = KOR antagonists, beta-arrestin recruitment, cell-based, luminescence, uHTS (AID 1778); 290,000 compounds, 0.091% hits; inhibition, % at 10 µM, or IC50 in µM where a hit was titrated; KOR beta-arrestin recruitment, luminescence, antagonist mode; higher % means a stronger effect; also: strong numbers were not always called active
Numbers without * were called inactive; · = not tested or not shown; [ ] = remark or other dose. Rule as the data show it, unless noted: active = inhibition above about 50%; inactive = the rest. Not all compounds are listed. The share of hits here may be higher or lower than overall.

GPR55 LPI antagonism | NOD1 NF-kB reporter | Large T inhibition | NOD2 inhibition | Rac1 GTP hydrolysis | KOR beta-arrestin-1 | GPR55 beta-arrestin | HIV fusion peptide | KOR beta-arrestin-2 | SMILES
-6% | -12% | 0% | 13% | 2% | -0.7% | -0.2% | 4.2% | 11% | O=C(CNC(=O)c1ccco1)N/N=C/c1ccc(O)c([N+](=O)[O-])c1
0% | -23% | 14% | 8% | 12% | -1.0% | -0.1% | -0.6% | 38% | COc1ccc(O)c(CN2CCCC(C(=O)Nc3cccc(-n4cccn4)c3)C2)c1 (configuration not stated)
6% | -17% | -1% | 13% | 23% | -4.1% | -0.1% | -0.6% | 17% | COc1cc(C)c(NC(=S)Nc2cccc(Cl)c2)cc1OC
100% | -24% | 3% | -3% | 11% | -1.8% | -0.2% | 0.0% | 6% | O=C(CSc1ncn[nH]1)NN(c1ccccc1)c1ccccc1
-4% | -48% | -5% | 10% | 2% | 16% | 0.2% | 5.7% | -47% | CCOc1cccc(C(=O)Nc2cccc(-c3nnc(-c4ccc(C)cc4)o3)c2)c1
0% | -45% | 14% | -51% | 7% | · | -0.1% | 1.0% | · | O=[N+]([O-])c1ccc2c(c1)nc1n2CCN(C2CCCCC2)C1
-6% | -10% | 9% | 10% | 5% | -6.3% | 0.3% | -1.8% | -12%[20 µM] | O=c1cc(CN2CCN(c3ccccn3)CC2)nc2sccn12
-5% | -30% | 11% | 12% | 2% | 2.1% | -0.2% | -1.0% | · | CCc1cc(=O)oc2cc(OCC=C(C)C)ccc12
-11% | -24% | 3% | 3% | 4% | 4.2% | 0.0% | 0.5% | -12% | O=C(c1cccn(Cc2ccc(C(F)(F)F)cc2)c1=O)N1CCOCC1
-7% | 4% | 5% | -34% | 5% | · | -0.2% | -0.1% | -3%[20 µM] | COc1ccc(-c2nn(-c3ccccc3)cc2C(N)=O)cc1OC
2% | -2% | 3% | 12% | -4% | -4.6% | 0.3% | 1.1% | -6% | O=C(O)C1C2C=CC3(O2)C1C(=O)N1c2ccccc2COC13 (configuration not stated)
5% | -8% | 6% | 25% | -1% | 2.0% | 0.1% | -0.5% | 15% | Cc1nn(-c2ccccc2)c(C)c1/C=N/NC(=O)c1cnccn1
8% | -20% | 24% | 3% | 1% | 0.8% | 0.3% | -1.4% | -12% | COCCNC(=O)c1onc(CSc2cccc(Cl)c2)c1C(=O)O
7% | -22% | 2% | -5% | 5% | -5.4% | -0.2% | -0.9% | 33% | COc1ccccc1C(=O)n1nc(-c2ccccc2)nc1NCc1ccco1
-10% | -22% | 18% | -16% | 5% | 1.7% | -0.1% | -2.1% | 37% | Cc1c(C(=O)N2CCCCCC2)oc2ccccc12
-14% | 0% | 6% | -58% | -2% | -0.5% | -0.1% | -2.4% | 5% | O=C(c1ccc2ccccc2c1)N1CCc2ccccc21
6% | 5% | 1% | 13% | 5% | 10% | 0.3% | 0.8% | -2% | CCCCCOC(=O)C(C)c1c(C)[nH]c(=S)[nH]c1=O (configuration not stated)
14% | -21% | 18% | 2% | 7% | -5.3% | -0.1% | 1.6% | 5% | COC(=O)NNC(=O)Cc1cccc2ccccc12
-6% | -14% | 10% | -9% | 6% | 2.0% | -0.3% | 0.0% | 9% | COc1cccc(NC(=O)COC(=O)CNS(=O)(=O)c2c(F)cccc2F)c1
3% | -25% | 9% | 8% | -2% | -4.6% | 0.2% | -0.4% | -4% | CCSc1nnc(NC(=O)CCc2ccc(OC)cc2)s1
25% | 8% | 14% | 19% | 9% | -5.5% | -0.1% | -1.8% | 28% | COc1cccc(/C=N/NC(=O)CO/N=C(\C)c2cccs2)c1OC
5% | -14% | 6% | 13% | -2% | -3.4% | -0.1% | 0.3% | -10%[20 µM] | COc1ccccc1NS(=O)(=O)c1ccc(Cl)c(NC(=O)c2sc3cc(Cl)ccc3c2Cl)c1
4% | -31% | 21% | -21% | -3% | -2.7% | 0.2% | -0.4% | -23% | Brc1ccc(-c2csc(NC3=NCCCCC3)n2)cc1
9% | -25% | 2% | -9% | 11% | -6.0% | -0.2% | -2.1% | 25% | N#CCCn1ccc(NC(=O)c2ccc(Cl)cc2)n1
12% | -37% | 18% | 3% | 4% | -1.3% | -0.1% | 1.0% | -41% | C=CCOc1ccccc1CN1CCC(Oc2ccc(C(=O)N3CCCC3)cc2)CC1
-2% | -30% | 0% | -6% | -6% | -2.9% | -0.1% | 2.1% | 22% | Cc1ccc2oc(=O)c3cnn(CC(=O)NC4CCCCC4C)c3c2c1 (configuration not stated)
-11% | 2% | -4% | 3% | 6% | 3.0% | 0.1% | 0.8% | -33% | O=C1CC(N2CCN(c3ccccn3)CC2)C(=O)N1CC(c1ccccc1)c1ccccc1 (configuration not stated)
6% | -27% | 1% | -3% | 12% | -0.1% | 0.4% | 0.3% | -38% | Oc1ccc(Br)cc1-c1ccn[nH]1
-4% | 9% | 5% | -5% | 4% | -3.9% | 0.2% | 0.4% | 13% | O=C(Nc1cccc(-c2nnco2)c1)c1cccs1
5% | -17% | 7% | -18% | 0% | 1.9% | 0.1% | 0.1% | · | CCN(CC)S(=O)(=O)c1ccc(N2CCOCC2)c(NC(=O)c2ccc3ccccc3c2)c1
-6% | -40% | 1% | -7% | 6% | 2.4% | -0.1% | -0.3% | 9% | O=C(CSc1nnc(COc2ccc(Br)cc2)o1)NC1CCCCC1
5% | 0% | 2% | 10% | 3% | -5.2% | -0.3% | 1.1% | -8% | Cn1c(C(O)c2ccc(Cl)cc2)nc(Cl)c1Cl (configuration not stated)
5% | -12% | 14% | -5% | 11% | -1.9% | -0.4% | 0.9% | 5% | COc1ccc(/C=N/Nc2ccc(C(F)(F)F)cc2[N+](=O)[O-])cc1
-2% | -4% | 7% | 7% | 19% | -2.9% | 0.3% | -0.6% | 2% | COCCCNCC(=O)Nc1sc(C)c(C)c1C(=O)OC
7% | -35% | 11% | 6% | 7% | -3.1% | -0.1% | 1.2% | 37% | CCC1CCCCN1CCCNC(=O)C1CCN(Cc2nc(-c3ccc(Cl)cc3)oc2C)CC1 (configuration not stated)
-8% | 6% | 7% | 18% | 4% | -1.6% | 0.7% | -0.1% | 16% | CC(=O)N[C@H]1[C@H](OCc2ccccc2F)O[C@H](COC(C)=O)[C@@H](OC(C)=O)[C@@H]1OC(C)=O
-16% | -10% | 4% | 7% | -11% | 2.2% | 0.2% | -0.5% | -38% | O=C(NC(=S)NCCCN1CCOCC1)c1ccco1
1% | -11% | 1% | 6% | 5% | -12% | -0.1% | -2.4% | 16% | COc1ccc(CCN2C(=O)C3CC(C)=C(C)CC3C2=O)cc1OC (configuration not stated)
-5% | -18% | 26% | 8% | 3% | · | 0.6% | -1.1% | -28%[20 µM] | CN(C)CCN1C(=O)NC(C)(c2ccc([N+](=O)[O-])cc2)C1=O (configuration not stated)
16% | -20% | 5% | 26% | 15% | -2.9% | -0.1% | 0.8% | -10% | CC1(C)CC(=O)C/C(=N/Nc2nc3ccccc3s2)C1
4% | -29% | 1% | -4% | 12% | 3.8% | -0.2% | 0.0% | -25% | Cc1ccc(-c2c(C(=O)N/N=C/c3cccs3)nnn2-c2nonc2N)cc1
-11% | 39% | 0% | -11% | 10% | -2.8% | -0.1% | -1.0% | -30% | Cc1cc(C(=O)NCc2ccc3c(c2)OCO3)ccc1[N+](=O)[O-]
4% | -14% | 1% | 2% | 6% | -3.5% | -0.2% | -2.2% | -3% | OCCN1CCN(c2ncnc3nc[nH]c23)CC1
-3% | 19% | 26% | 9% | 1% | 0.5% | -0.2% | 0.8% | 13% | COCCCN(C(=S)Nc1ccc(C)cc1Cl)C(C)c1ccncc1 (configuration not stated)
31% | 7% | 34% | 12% | 4% | -2.3% | 0.6% | 1.9% | 9% | CCOC(=O)C1(CCc2ccccc2)CCN(Cc2cc(OC)c(OC)cc2OC)CC1
5% | 3% | 0% | 7% | · | 0.0% | -0.1% | 1.8% | -19% | O=C(Cc1cccs1)N/N=C/c1ccccc1
8% | 8% | 26% | -21% | 10% | -6.5% | 0.1% | 1.8% | -14% | Cc1ccc(Cl)cc1N1CCN(C(=S)NCc2ccco2)CC1
13% | -24% | 23% | 12% | -1% | -3.2% | -0.2% | 0.8% | -13% | CCN(CC)C1CCN(C(=O)c2cc(COc3ccc(F)cc3Cl)on2)C1 (configuration not stated)
13% | -4% | 0% | 6% | 10% | -5.5% | 0.3% | -1.9% | -5% | Cc1nc(CNS(=O)(=O)c2cc(C)c(C)cc2C)cs1
21% | -7% | 8% | 10% | 5% | -0.6% | 0.3% | -1.5% | 10% | CCn1c(SCc2nc3ccccc3nc2C)nnc1-c1cccs1
-6% | -10% | -5% | 14% | -2% | 3.3% | -0.1% | -0.7% | 11% | CC1CC(NS(=O)(=O)c2cccs2)CC(C)(C)C1 (configuration not stated)
1% | -7% | 8% | 19% | 12% | 9.4% | 0.0% | -0.2% | -11% | Cc1cccc(C)c1OC(=O)CCN1C(=O)C2C3C=CC(C4CC34)C2C1=O (configuration not stated)
4% | -28% | 1% | -3% | -6% | 4.6% | 0.0% | -1.4% | -11% | COC(=O)C1=C(C)N=C2SC(C)C(=O)N2C1c1cccc(F)c1 (configuration not stated)
2% | -10% | 5% | -4% | 2% | -3.7% | 0.1% | 3.9% | 17% | N#C/C(=C\c1cccnc1)C(=O)Nc1ccccc1[N+](=O)[O-]
5% | -3% | 3% | 3% | 1% | 5.9% | -0.4% | 0.2% | -11% | COc1ccc(C2CCCN2C(=S)Nc2ccc(C)cc2C)cc1OC (configuration not stated)
-5% | -8% | 18% | 3% | 8% | 0.5% | -0.4% | 0.4% | -33% | COc1cc(OC)cc(-c2nc(-c3ccccc3OC)no2)c1
10% | -17% | 18% | 0% | 18% | 4.3% | -0.1% | 18% | -43% | COc1cc(/C=C2\C(=N)N3N=CSC3=NC2=O)ccc1OS(=O)(=O)c1ccccc1[N+](=O)[O-]
3% | -21% | 17% | 10% | 7% | 0.9% | -0.5% | 1.3% | 10% | Cc1ccc(S(=O)(=O)NC(=O)Nc2ncc3c(n2)CC(c2ccco2)CC3=O)cc1 (configuration not stated)
4% | -17% | 9% | 0% | 7% | -5.1% | 0.3% | 3.5% | -2% | CCOC(=O)c1c(CN2CCCCC2)n(C)c2cc(Br)c(O)cc12
12% | 0% | 1% | 12% | 2% | 0.0% | 0.0% | 11% | 17% | O=C(Cc1n[nH]c(=O)[nH]c1=O)N/N=C/c1ccccc1O
1% | 24% | 6% | -18% | · | 5.1% | -0.1% | -1.4% | -14% | CCC(=O)Oc1ccc2c(C)cc(=O)oc2c1C(=O)CC
0% | -20% | 3% | 10% | 19% | 0.4% | 0.5% | 52% | -10% | CCOC(=O)c1c(-c2ccc(OC)cc2)csc1/N=C/C1C(=O)CCCC1=O
23% | 2% | 1% | 8% | 6% | -4.1% | 0.5% | -0.3% | -52% | CCN(CC)S(=O)(=O)c1cc(C(=O)Nc2nncs2)c(Cl)cc1Cl
